Screening data deposited in PubChem BioAssay by National Center for Advancing Translational Sciences (NCATS).
TRPV1 ag = agonists of human vanilloid receptor 1 (TRPV1). activation, % at 8.33 µM. TRPV1-expressing cells, Fluo-8 calcium influx, agonist mode. Q8NER1. 0.19% of 320,000 active; in the data active = activation above about 80%; inconclusive = between about 30% and that limit; also: 0% is about no effect
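Cells expressing TRPV1 were dye-loaded with Fluo-8 and read kinetically: 10 s baseline, 3 min after compound (agonist portion), then 2 min after EC20 capsaicin (allosteric enhancer portion). Calcium-bound dye fluorescence at 480/520 nm.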
AT treatment = potential ataxia-telangiectasia treatments restoring KAP-1 phosphorylation; […] A-T fibroblasts, KAP-1 phosphorylation AlphaLISA; neocarzinostatin DNA damage 30 min before lysis; Potency, µM (titrated, usually from 57.5 µM), inactives show at the top dose activation, most hits filed as activators; 0.19% of 320,000 active; also: potency is read from the fitted curve at half-maximal effect; % of control where 0% means no effect; nearly all actives have a fitted effect of over 45% in size
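ATM-like activity read as KAP-1 phosphorylation via AlphaLISA donor/acceptor antibody pairs after lysis and 6 hr at 25C. Cells were ATM-null patient fibroblasts ([…], hTERT), dosed 60 min, then exposed to the DSB inducer NCS for 30 min.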
Mito fusion yeast = inhibitors of mitochondrial division or activators of mitochondrial fusion | S. cerevisiae fusion-defective mutant growth rescue, CellTiterGlo 48 h | Potency, µM (top dose mostly 46.1 µM), without a hit: top-dose growth rescue (activation), hits mostly activators | 0.23% of 320,000 active | AID 485298;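 also: potency is read from the fitted curve at half-maximal effect; % of control where 0% means no effect; nearly all actives have a fitted effect of over 45% in size; temperature-sensitive fusion mutants such as fzo1-1 at 37 °C on non-fermentable ethanol glycerol medium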
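Compounds are tested for their ability to restore growth of mitochondrial fusion-defective yeast strains at non-permissive 37C in YPEG medium over 48 hours. Viability is quantified by luciferase luminescence.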
TCR act = T cell receptor activation; 330,000 tested, under 10 active; AID 504894; primary human leukocytes, anti-CD3, IL-2 HTRF, 48 h; Potency, µM (titrated, usually from 9.22 µM), inactives show at the highest dose activation of IL-2 secretion, hits mostly activators; also: % of control where 0% means no effect
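Human primary leukocytes + a-CD3 beads + cpd, 48 hr; IL-2 in supernatant by HTRF (ex 320nm / em 665nm). No co-stimulatory signal supplied.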
Eya2 inh = blocks the phosphatase activity of human Eya2 | 0.006% of 330,000 active | Potency, µM (series often up to 76.9 µM), for inactives: at the top dose activity, negative = inhibition, usual class: inhibitors | recombinant Eya2, OMFP fluorescence dephosphorylation (OMFP is methylfluorescein phosphate); also: potency is read from the fitted curve at half-maximal effect; % is scaled to controls: 0 for no effect and ±100 for the full control effect
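Eya2 protein (added as 0.2 uM solution) was preincubated with compound for 10 min at ambient temperature in 50 mM HEPES pH 7.5, 50 mM NaCl, 5 uM MgCl2, 0.05% BSA, 1 mM DTT. OMFP (added at 50 uM) then reacted 10 min; fluorescence read at 485/525 nm.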
KCNH2 3.1 inh = KCNH2 3.1 (human) potassium channel inhibition; U2OS KCNH2 3.1, thallium flux FluxOr; hits give low values; activity change, % (tested at about 1.8 µM); 0.95% of 340,000 active; AID 720553;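 active = maximum activity change below -70%; inconclusive = maximum activity change from -70% to -50%; inactive = maximum activity change above -50%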;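 also: thallium influx rate constant from kinetic fluorescence after stimulation buffer; % is scaled to controls: 0 for no effect and ±100 for the full control effect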
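FluxOr-based Tl+ influx in U2OS cells transduced with KCNH2 3.1 virus; rate constants normalized to DMSO controls.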
TSHR antag = blocks TSH signaling through the human TSH receptor; P16473; TSHR-expressing cells, TSH-stimulated cAMP HTRF, 2 h; hits give low values; activity change, negative = inhibition, % at 11.5 µM; 0.2% of 330,000 active; AID 504810;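 active = activity change below a set negative limit, meaning inhibition stronger than a set level, cut at about -70% in these data; inconclusive = activity change between two set negative limits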; also: % is scaled to controls: 0 for no effect and ±100 for the full control effect
Target sequence (P16473 whole entry, looked up): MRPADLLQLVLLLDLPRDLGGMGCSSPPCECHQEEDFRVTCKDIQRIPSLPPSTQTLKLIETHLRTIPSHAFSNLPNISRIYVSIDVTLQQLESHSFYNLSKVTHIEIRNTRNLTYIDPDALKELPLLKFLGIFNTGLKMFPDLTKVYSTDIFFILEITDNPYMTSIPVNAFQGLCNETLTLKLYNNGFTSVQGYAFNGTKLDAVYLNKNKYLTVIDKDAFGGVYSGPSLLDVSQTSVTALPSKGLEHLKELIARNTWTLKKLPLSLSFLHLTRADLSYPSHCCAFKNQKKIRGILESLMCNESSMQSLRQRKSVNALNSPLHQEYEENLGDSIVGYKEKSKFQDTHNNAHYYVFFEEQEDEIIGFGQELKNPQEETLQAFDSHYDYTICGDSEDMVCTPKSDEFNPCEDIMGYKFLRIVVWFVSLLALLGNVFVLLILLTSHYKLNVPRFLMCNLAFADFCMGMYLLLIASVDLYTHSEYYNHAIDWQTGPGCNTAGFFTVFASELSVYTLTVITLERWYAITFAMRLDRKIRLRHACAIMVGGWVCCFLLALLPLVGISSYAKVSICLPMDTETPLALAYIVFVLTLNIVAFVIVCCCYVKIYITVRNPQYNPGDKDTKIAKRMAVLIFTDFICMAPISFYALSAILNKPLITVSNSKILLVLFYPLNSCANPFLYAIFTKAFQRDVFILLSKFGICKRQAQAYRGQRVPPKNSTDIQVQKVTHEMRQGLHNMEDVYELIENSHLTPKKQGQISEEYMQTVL
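Inhibition of cAMP made by TSHR-expressing cells under TSH stimulation (4nM final, EC80; 2 h, 37 deg C) is quantified with a one-step lysis HTRF kit, anti-cAMP cryptate versus cAMP-d2.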
USP2a inh = inhibitors of human ubiquitin-specific protease USP2a; USP2 core, Ub-CHOP2 coupled fluorogenic reporter, 485/531; AID 463254; O75604; Potency, µM (top dose mostly 38.3 µM), for inactives: top-dose activity change, negative = inhibition, actives largely listed as inhibitors; 0.01% of 330,000 active;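 also: potency is read from the fitted curve at half-maximal effect; plate controls were DMSO wells for no effect and full inhibition by NEM control for full effect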
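Cell-free coupled assay: 10nM USP2 core preincubated 30min RT with compound in Tris-HCl pH 8.0/CaCl2/CHAPS buffer, then 25nM Ub-CHOP2 and 25nM reporter substrate; fluorescence (Ex 485/Em 531) read after 60min RT, normalized to NEM inhibition, concentration-response curves fitted.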
ELG1 DNA repair = inhibitors of ELG1-dependent DNA repair in HEK293T cells; HEK293T ELG1-luciferase reporter, luminescence, 16 h; DNA damage induced by 5-fluorouridine; Potency, µM (series often up to 46.1 µM), for the others: top-dose activity change, negative = inhibition, hits mostly inhibitors; 2.3% of 330,000 active; AID 504467; also: potency is read from the fitted curve at half-maximal effect; % is scaled to controls: 0 for no effect and ±100 for the full control effect; nearly all actives have a fitted effect of over 55% in size
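In this reporter screen, reduction of luminescence relative to DMSO vehicle indicated activity. Compounds and 5-fluorouridine were added together to 2,000 cells per well, incubated for 16 hr at 37 °C, then developed with ONE-Glo.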
hERG WT inh = blocks the wildtype human KCNH2 potassium channel | AID 720551 | U2OS, BacMam KCNH2, thallium flux FluxOr; hits give low values | activity change, % at 1.84 µM | 0.37% of 340,000 active;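 active = maximum activity change below -70%; inconclusive = maximum activity change between -70% and -50%; inactive = maximum activity change above -50%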; also: % is scaled to controls: 0 for no effect and ±100 for the full control effect
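U2OS cells were transduced with wild-type KCNH2 virus (2.03 x 10^8 / mL) for 4 h at room temperature, then cultured overnight at 37 C. Thallium flux was read with FluxOr dye. Rate constants were normalized to DMSO controls.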
* = called active by the depositor; ? = inconclusive; . = not tested or not shown; [ ] = another dose, or the depositor's remark. Unless noted, calls follow the shape of the dose curve; as a rule, active = well fitted curve in the direction sought with a large enough effect; inconclusive = small, poorly fitted or top-dose-only effect, or another doubt; inactive = no such curve, though single readings can be large; an effect the other way counts as inactive or inconclusive. An excerpt (hit frequency here may not be typical).

SMILES	TRPV1 ag	AT treatment	Mito fusion yeast	TCR act	Eya2 inh	KCNH2 3.1 inh	TSHR antag	USP2a inh	ELG1 DNA repair	hERG WT inh
O=C(COC(=O)c1ccc(S(=O)(=O)NCc2ccco2)cc1)NCc1ccc(F)cc1	4.4	5.4%	2.1%	-1.4%	4.3%	-28.0	2.4	3.2%	20.6%	5.4
CC(=O)C(Cc1cccc(F)c1)(Cc1cccc(F)c1)C(C)=O	25.5	7.3%	-2.7%	-5.7%	3.3%	-8.6	-10.2	1.8%	-8.9%	.
O=C(N/N=C/c1cn(-c2ccccc2)nc1-c1cc2ccccc2o1)c1ccncc1	?	1.6%	9.4%	1.3%[46.1 µM]	-3.5%	12.9	-7.2	0.2%	?	-2.4
Cn1cc(CCC(=O)N2CCCC(CCC(=O)NCc3ccccc3F)C2)cn1 (configuration not stated)	-0.1	-1.2%	-2.7%	4.0%	7.8%	-4.9	-4.3	9.0%	-9.1%	2.5
COc1cc(/C=N/Nc2ccnc(=O)[nH]2)ccc1O	-4.0	4.5%	-8.1%	15.8%	0.3%	-6.0	-3.8	5.9%	?	22.7
COc1ccc(NS(=O)(=O)c2cc3c4c(c2)CCN4C(=O)CC3)c(OC)c1	-0.5	-0.4%	-4.3%	0.9%	-15.2%	-5.7	7.2	3.1%	19.3%	-1.9
CCC(CO)Nc1ncnc2onc(-c3ccc(F)cc3)c12 (configuration not stated)	2.1	8.2%	-1.4%	-17.7%	8.9%	-1.7	2.8	2.6%	-1.6%	12.2
CCCc1nc(Cl)c(C#N)c2c1CCCC2	-1.0	-1.7%	-2.3%	-8.1%[46.1 µM]	-9.7%	-22.4	7.1	2.4%	?	-2.7
CC1(C)OC(=O)C(=NNc2ccccc2C(=O)O)C(=O)O1	0.2	5.9%	1.3%	-4.6%	4.1%	-1.8	3.0	-1.4%	-9.1%	.
COc1ccc(C(=O)/C=C/Nc2cc(C)ccn2)cc1	23.8	7.2%	-0.9%	3.8%	-3.0%	-2.5	-8.7	-0.5%	?	-1.6
CCOc1ccc(/C=C/C(=O)NC2CCCCC2)cc1	4.1	6.1%	-13.1%	.	-23.6%	7.9	4.7	0.7%	0.0%	6.5
CCOCCn1c(SCc2ccc(F)cc2)nc2c1c(=O)[nH]c(=O)n2C	2.8	-2.8%	1.3%	1.4%	-7.3%	-8.3	0.8	-9.1%	-3.2%	-1.7
Cc1ccc2[nH]cc(C(=O)CN3CCN(c4ccccc4F)CC3)c2c1	7.8	8.6%	-2.5%	0.1%	5.5%	-9.9	-3.0	-0.2%	-11.6%	-14.9
CCCC(=O)NC(c1ccc(OC)c(OC)c1)c1cc(Cl)c2cccnc2c1O (configuration not stated)	1.8	-3.8%	7.3%	6.8%	7.4%	20.8	-9.9	-4.2%	?	17.6
COc1cc(CN2CCN(S(=O)(=O)c3ccc(NC(C)=O)cc3)CC2)cc(OC)c1O	0.0	0.2%	0.4%	.	-9.4%	-4.9	-2.3	1.9%	-13.1%	-18.2
Cc1ccsc1C(=O)N1CCN(S(=O)(=O)c2cccs2)CC1	0.9	1.7%	6.0%	.	3.1%	5.6	-0.3	0.9%	-6.7%	-6.3
O=C(O)c1ccc(-n2nnc3ccccc32)c([N+](=O)[O-])c1	1.1	0.3%	-1.2%	0.1%	3.4%	6.0	-3.3	2.0%	?	-2.7
CC(C)=C1C2CCC1C1C(=O)N(c3nc(-c4ccccc4)c(C)s3)C(=O)C21 (configuration not stated)	-5.2	0.5%	3.5%	-4.5%[46.1 µM]	-1.4%	-6.9	4.7	-6.6%	-0.8%	1.4
CN(C)c1ccc(N=Nc2nc3ccccc3n2C)cc1	10.5	-9.1%	-21.3%	4.5%	-1.4%	-22.3	1.2	-7.4%	?	-1.5
CCOc1ccc(CC(=NCCc2ccccc2)C2=C(O)CC(C)(C)CC2=O)cc1OCC	?	7.9%	14.1%	-9.3%[46.1 µM]	-13.0%	-3.0	0.2	2.3%	?	-4.8
O=C(CN1C(=O)COc2ccc(S(=O)(=O)N3CCCCC3)cc21)NCc1ccccc1Cl	10.8	-2.5%	-22.5%	-4.0%	-1.7%	-6.7	-0.2	-1.1%	-4.1%	-7.1
Cc1cc(=O)[nH]c(SCC(=O)N2CCC(Cc3ccccc3)CC2)n1	3.5	8.2%	-10.3%	-1.1%	6.2%	-3.0	-3.0	12.6%	12.2%	-9.9
COCc1cc(C)nc(SCC(=O)Nc2ccccc2C)c1C#N	0.2	5.5%	3.4%	4.3%	-10.8%	-7.8	9.3	-5.1%	-8.3%	4.4
CC(=O)Nc1cccc(NC(=O)COC(=O)C2CC3CCCC(C2)C3=O)c1 (configuration not stated)	-4.1	0.1%	1.4%	-2.3%	9.6%	9.7	-10.1	-0.1%	-1.8%	-8.0
O=C(C[C@H]1C/C=C\CC[C@H](Cc2ccc(F)cc2)C(=O)OC[C@@H](Cc2c[nH]c3ccccc23)NC1=O)NCCO	.	0.8%	.	-2.8%	-4.5%	4.3	6.5	1.7%	-2.2%	-2.3
CC(=O)CC(C)(C)S(=O)(=O)c1ccc(NC(C)=O)cc1	-5.2	-0.4%	-4.0%	-5.1%[46.1 µM]	-0.3%	9.4	-5.8	4.2%	8.3%	-4.7
Cc1ccsc1/C=N/n1c(-c2ccccc2)n[nH]c1=S	0.8	-4.2%	3.5%	-4.6%[46.1 µM]	3.6%	9.1	7.3	-2.1%	16.0%	-0.6
O=C(NCc1cccc(CNC(=O)c2ccco2)c1)c1ccco1	-2.6	7.0%	-3.5%	.	-3.2%[15.4 µM]	5.0	-7.9	2.9%	-1.4%	0.7
COc1cccc(OCc2cc(C(=O)N3CCN(C(C)=O)CC3)no2)c1	11.3	8.8%	9.0%	3.5%	2.2%	-7.4	38.5	0.7%	?	-14.0
O=C(C1CCN(S(=O)(=O)c2ccccc2)CC1)N1CCN(Cc2ccccc2)CC1	0.4	-1.2%	-3.6%	-25.7%	-0.6%	-2.0	5.5	4.3%	-18.6%	-3.4
CC(=O)c1ccc(N2Cc3ccccc3C2)cc1	-2.0	-7.8%	-0.7%	4.6%	-3.7%	1.3	10.9	3.4%	0.0%	-18.9
CCCc1cc(Nc2cccc(OC)c2)n2ncnc2n1	-1.3	-0.3%	-1.2%	-3.5%	19.4%	10.8	-3.6	-0.1%	12.6%	-2.7
CCOc1ccc(/C(O)=C2/C(=O)C(=O)N(CCOCCO)C2c2ccccn2)cc1 (configuration not stated)	-1.2	-0.5%	-0.8%	-1.4%	-21.3%	1.7	12.9	0.7%	0.5%	11.1
O=C(NCc1ccco1)c1cc(-c2cccnc2)nc2ccc(Cl)cc12	3.4	-0.5%	8.8%	-2.4%	-29.5%	-10.0	-1.2	5.1%	?	0.1
O=C(Nc1ccc2c(c1)OCCO2)c1cccc(Cl)c1	4.7	-2.3%	-3.1%	.	-4.0%	10.7	0.1	1.3%	?	0.7
O=C(CO/N=C/c1ccccc1O)N1CCc2ccccc21	8.2	13.9%	-1.1%	4.2%[46.1 µM]	5.4%	-13.5	-7.5	0.8%	?	-1.7
Cc1cc(C)c2c(NC(=O)C3CC3)nn(C)c2n1	1.5	1.2%	2.9%	-1.9%	6.0%	-3.7	-10.8	3.9%	11.3%	-2.2
Cc1ccc(S(=O)(=O)NCCNS(=O)(=O)c2ccccc2Br)cc1	.	4.5%	.	-2.5%[46.1 µM]	-3.9%	-2.7	16.6	-0.2%	-1.4%	21.3
COCCOC(=O)C1=C(C)OC(N)=C(C#N)C1c1ccc2c(c1)OCO2 (configuration not stated)	-1.0	-0.2%	-1.0%	9.7%	6.9%	12.3	4.7	1.6%	10.7%	-2.5
O=C(NCc1cccnc1)c1cc2ccccc2oc1=O	0.6	.	-1.5%	4.5%	-22.5%	18.6	-2.2	4.2%	12.2%	2.1
COC(=O)c1cc(NC2c3ccccc3C(=O)N2Cc2ccco2)cc(C(=O)OC)c1 (configuration not stated)	0.4	1.7%	0.7%	-8.3%	0.3%	2.5	1.9	4.7%	9.3%	0.9
CC1(c2ccccc2Br)NC(=O)N(CC(=O)NC2CCCCC2)C1=O (configuration not stated)	-0.8	-7.0%	-2.4%	-3.0%	-4.3%	-3.5	-9.4	1.3%	-3.0%	4.1
COc1ccc(-n2c(SC)nc(O)cc2=O)cc1	-0.8	9.0%	1.9%	-7.7%	1.3%	-7.3	3.9	-0.1%	-0.5%	35.4
Cc1cc(=O)n(C(NC(=O)c2ccccc2)C(=O)c2ccccc2)cn1 (configuration not stated)	-2.1	-3.0%	-0.1%	-2.0%[46.1 µM]	-15.2%	-0.3	3.4	1.4%	-12.5%	-1.5
